ASAP1 GAP inh = inhibitors of human ASAP1 ArfGAP activity, primary screen, biochemical, fluorescence polarization. ASAP1-stimulated ARF1 GTP hydrolysis, GDP FP detection. hit rate 0.19% among 360,000. inhibition, % at 16.5 µM; in the data active = inhibition above about 25%;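 also: 0% = vehicle with enzyme and substrate and 100% = no enzyme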
DDE Tn7 FP inh = inhibitors of Tn7 peptide binding to fibrin DD(E), primary screen, biochemical, fluorescence polarization, human fibrin, Tn7 probe; Fibrinogen beta chain (Homo sapiens), P02675; FP displacement of FITC-Tn7 peptide from fibrin DD(E); 0% = median of compound wells per plate; inhibition, % at 8.3 µM; hit rate 0.13% among 370,000; AID 720508, 2013;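 active = inhibition above the mean of compounds falling within the control limits plus 3 SD of them, cut at about 14% in these data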;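 also: 0% = plate median of compound wells and 100% = 10 µM Aha-Tn7 peptide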
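Assay system: Human clot-derived fibrin DD(E) complex | Buffer or medium: Tris/NaCl/CaCl2 buffer, pH 7.8 | Repeats: One replicate per compound | Benchmarks: Aha-Tn7 high control | Measure: % inhibition scaled between sample-field median and high-control FP | Schedule: 10 min plus 3 h, room temperature | Signal: Fluorescence polarization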
DDE Tn6 FP inh = inhibitors of Tn6 peptide binding to fibrin DD(E), primary screen, biochemical, fluorescence polarization, human fibrin, Tn6 probe. hit rate 0.21% among 370,000. inhibition, % at 8.3 µM. Fibrin DD(E) TRITC-Tn6 fluorescence polarization displacement. Fibrinogen beta chain (Homo sapiens), P02675;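 active = inhibition above a per-campaign cutoff: mean of compounds within control limits plus 3 SD, cut at about 15% in these data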;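 also: 0% = median of all compound wells on the plate and 100% = blocking peptide control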
SIAE inh = human SIAE inhibitors, primary screen, biochemical, fluorescence polarization, FP-Rh probe, 1536-well HTS; Sialate O-acetylesterase (Homo sapiens), Q9HAT2; SIAE FP-Rh probe binding; inhibition, % at 9.66 µM; hit rate 0.69% among 370,000;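 active = inhibition above a cutoff: mean of compounds within the control limits plus 3 SD of those, cut at about 17% in these data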;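 also: 0% = plate median of compound wells and 100% = probe without SIAE protein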
TDP2 absorb = human TDP2 enzyme inhibitors, primary screen, biochemical, epi absorbance, recombinant enzyme; inhibition, % at 12.8 µM; T5PNP hydrolysis, p-nitrophenol absorbance 415 nm; hit rate 0.34% among 370,000; Tyrosyl-DNA phosphodiesterase 2 (Homo sapiens), O95551;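 active = inhibition above the mean of all tested compounds plus 3 SD, set per campaign, cut at about 25% in these data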;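 also: 0% = DMSO with enzyme and 100% = buffer with substrate but no TDP2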
Target sequence (O95551 whole entry, looked up): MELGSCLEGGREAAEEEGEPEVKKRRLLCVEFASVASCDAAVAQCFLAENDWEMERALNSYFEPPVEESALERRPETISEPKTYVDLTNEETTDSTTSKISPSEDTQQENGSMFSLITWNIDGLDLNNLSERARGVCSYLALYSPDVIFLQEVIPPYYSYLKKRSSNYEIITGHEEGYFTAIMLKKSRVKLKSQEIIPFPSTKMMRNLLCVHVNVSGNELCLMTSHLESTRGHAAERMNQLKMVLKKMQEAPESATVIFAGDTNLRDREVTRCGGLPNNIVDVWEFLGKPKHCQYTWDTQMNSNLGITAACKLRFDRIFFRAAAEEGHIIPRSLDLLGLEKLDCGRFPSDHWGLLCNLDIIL
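System: recombinant human TDP2 / Amount: 120 nM TDP2 per well / Also added: 5 mM T5PNP chromogenic substrate / Doses: 12.8 µM single point, 1% DMSO / Incubation: 2 h at 37 °C / Detection: p-Nitrophenol epi absorbance / Evaluation: % inhibition relative to enzyme-containing and enzyme-free wells / Repeats: singlicate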
ARFGAP1 inhibitor = inhibitors of rat ARFGAP1 GAP activity, primary screen, biochemical, fluorescence polarization, GDP tracer; ADP-ribosylation factor GTPase-activating protein 1 (Rattus norvegicus), Q62848; Arfgap1-stimulated ARF1 GTP hydrolysis, GDP FP detection; inhibition, % at 16.5 µM; hit rate 0.26% among 360,000; AID 651572, 2012;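 active = inhibition above a per-plate limit, mean inhibition of low control wells plus 3 SD, cut at about 25% in these data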;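 also: 0% = DMSO wells with enzyme and 100% = wells lacking Arfgap1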
Target sequence (Q62848 1-136 limits assumed): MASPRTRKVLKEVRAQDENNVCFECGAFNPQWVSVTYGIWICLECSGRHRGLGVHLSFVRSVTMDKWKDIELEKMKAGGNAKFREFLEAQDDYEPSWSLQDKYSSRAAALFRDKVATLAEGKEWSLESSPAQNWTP
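material = rat Arfgap1 catalytic domain, aa 1-136 | also added = human ARF1(Δ1-17)-GTP substrate | compound dosing = one concentration, 16.5 µM, DMSO 1.26% | times = GTP hydrolysis reaction 2 h at 25 °C | measured by = FP, GDP Alexa 633 tracer displaced from anti-GDP antibody, 620/688 nm | evaluation = percent inhibition of Arfgap1-stimulated GTP hydrolysis | replication = single well per compound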
PLC-beta3 inh = human PLC-beta3 inhibitors, primary screen, biochemical, fluorescence; Purified PLC-beta3, fluorogenic substrate; 1-phosphatidylinositol 4,5-bisphosphate phosphodiesterase beta-3 (Homo sapiens), Q01970; hit rate 0.18% among 370,000; inhibition, % at 12.2 µM; in the data active = inhibition above about 11%;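 also: 0% = median of compound wells on plate and 100% = full blocker control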
ADAM17 inh = ADAM17 inhibitors, primary screen, biochemical, QFRET. Disintegrin and metalloproteinase domain-containing protein 17 (Homo sapiens), P78536. recombinant ADAM17, EDANS/DABCYL FRET peptide cleavage. inhibition, % at 6.95 µM. hit rate 0.83% among 370,000;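 active = inhibition above the mean of compounds lying between control limits plus 3 SD, set per campaign, cut at about 8.5% in these data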;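 also: 0% = DMSO-only wells as the low control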
Target sequence (P78536 215-824 limits assumed): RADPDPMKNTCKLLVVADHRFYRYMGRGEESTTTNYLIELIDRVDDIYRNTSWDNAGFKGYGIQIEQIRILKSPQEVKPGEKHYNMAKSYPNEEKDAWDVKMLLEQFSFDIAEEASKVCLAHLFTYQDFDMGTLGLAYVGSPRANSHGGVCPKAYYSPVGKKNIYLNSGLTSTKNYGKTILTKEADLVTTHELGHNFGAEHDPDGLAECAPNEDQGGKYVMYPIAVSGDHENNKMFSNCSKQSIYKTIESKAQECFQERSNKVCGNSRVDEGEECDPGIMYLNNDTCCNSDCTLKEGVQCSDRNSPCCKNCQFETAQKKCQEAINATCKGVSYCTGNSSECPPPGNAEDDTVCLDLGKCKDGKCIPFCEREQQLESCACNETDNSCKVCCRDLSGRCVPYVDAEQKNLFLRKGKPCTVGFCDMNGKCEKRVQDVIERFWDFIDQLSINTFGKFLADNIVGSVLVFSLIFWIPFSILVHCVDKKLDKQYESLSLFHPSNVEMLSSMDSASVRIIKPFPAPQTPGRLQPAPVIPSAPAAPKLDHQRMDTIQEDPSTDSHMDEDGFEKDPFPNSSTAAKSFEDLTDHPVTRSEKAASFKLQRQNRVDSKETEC
ADAM10 inh = human ADAM10 inhibitors, primary screen, biochemical, QFRET, HTS | hit rate 0.62% among 370,000 | inhibition, % at 7 µM | AID 720582, 2013 | Disintegrin and metalloproteinase domain-containing protein 10 (Homo sapiens), O14672 | recombinant ADAM10, EDANS/DABCYL FRET peptide cleavage, 3 h;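 active = inhibition above a per-campaign cutoff equal to the mean of compounds falling between control-based bounds plus 3 SD, cut at about 20% in these data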;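 also: 0% = DMSO wells while the 100% control is not disclosed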
PLC-gamma1 inh = PLC-gamma1 enzyme inhibitors, primary screen, biochemical, fluorescence, purified enzyme. 1-phosphatidylinositol 4,5-bisphosphate phosphodiesterase gamma-1 (Homo sapiens), P19174. inhibition, % at 12.2 µM. hit rate 0.84% among 370,000. fluorogenic substrate; in the data active = inhibition above about 9.5%
* marks the source's active call; other numbers are inactive results; i = inactive; · = not tested or not shown. Compounds as they come (roughly 3.6% active in at least one column).

ASAP1 GAP inh,DDE Tn7 FP inh,DDE Tn6 FP inh,SIAE inh,Compound,TDP2 absorb,ARFGAP1 inhibitor,PLC-beta3 inh,ADAM17 inh,ADAM10 inh,PLC-gamma1 inh
7,-5,-11,-1,O=C(OCc1ccccc1)N1CCC2CC1c1cc(N3CCOCC3)ccc12 (configuration not stated),-6,11,3,-1,3,3
2,0,-2,0,O=c1cc(O)c2c(=O)n(-c3ccccc3)c3c(c2o1)CCCCC3,-2,7,-12,-6,-23,-13
-4,2,0,14,CCCCCCCc1ccc(-c2ccc(O)cc2)nc1,-7,6,-1,2,8,0
11,0,-7,0,CCNc1nc2nonc2nc1NCC,4,7,-1,-1,-5,2
-1,7,3,5,Cc1cc(C(=O)CCl)c(C)n1-c1cccc([N+](=O)[O-])c1,1,4,3,1,0,2
-7,0,7,-8,CCc1ccc(-c2cc(C)no2)cc1S(=O)(=O)N1CCN(c2cc(C)ccc2C)CC1,-3,4,-7,2,0,0
13,0,5,2,Clc1cccc(Cl)c1-c1nnc2cccc(Cl)n12,5,3,2,-3,4,0
5,-6,-7,-4,CN(C)S(=O)(=O)c1cc(NC(=O)CN2CCN(c3ccccc3O)CC2)ccc1Cl,0,-4,-5,5,12,4
3,7,-6,1,CC(C)S(=O)(=O)c1csc(C(=O)Nc2ccc(F)cc2)c1N,3,-6,-5,-1,7,-2
-16,-6,4,-8,O=C(O)c1c(Cl)c(Cl)c(Cl)c(Cl)c1C(=O)N1CCOCC1,-13,-16,-1,1,7,5
-12,0,-1,-1,CC(=O)N1C[C@@H](CO)[C@@H](N(C)C(=O)Nc2cccc3ccccc23)C[C@H]1c1ccccc1,5,16,-100,-70,-276,-72
14,-4,1,-14,N=C1SC(c2ccccc2)C(=O)N1c1ncc(Cc2ccccc2)s1 (configuration not stated),11,2,-16,-6,-7,-9
-7,2,-3,-1,O=C(O)Cc1ccc(NC(=O)C2CCCCC2C(=O)O)cc1 (configuration not stated),3,4,0,-7,-8,0
-8,-4,-4,4,COc1ccccc1C(=O)N/C(=C\c1cn(C)c2ccccc12)C(=O)NCCN1CCOCC1,3,18,-10,-3,-8,-8
8,5,5,5,Nc1nc(-c2ccco2)nn1S(=O)(=O)c1ccccc1,10,-11,0,-4,2,1
-2,-4,-10,-2,CN(C)C=NC(=O)/C(C#N)=C/c1ccccc1,-1,10,-25,-4,-21,-20
14,0,1,-5,Cc1ccc(OCC(=O)Nc2ccccc2N2CCCC2)c(C)c1,-1,11,-4,0,-12,6
7,0,3,-35,CCOC(=O)c1cc(-c2ccccc2)sc1NC(=O)COC(=O)c1cccc(S(N)(=O)=O)c1,16,0,4,-2,1,1
-4,2,2,-5,Cc1ccc(S(=O)(=O)N(NC2=NS(=O)(=O)c3ccccc32)C(=O)c2ccccc2)cc1,-2,4,-4,-1,0,0
-2,-3,7,10,c1coc(-c2nc3nc4ccccc4nc3n2CC2CCCO2)c1 (configuration not stated),-1,-11,-367,i,i,-268
8,-3,8,-4,CC(=O)c1ccc(S(=O)(=O)NC2CCCCCCC2)cc1,4,-10,-4,0,-2,1
-8,5,-2,-3,COc1cc(C(=O)N/N=C\c2ccccc2)c([N+](=O)[O-])c(OC)c1OC,-1,7,2,0,1,-1
6,-7,-3,-17,Cc1cc(C(=O)COC(=O)c2ccc(O)cc2)c(C)n1CC1COc2ccccc2O1 (configuration not stated),-12,-3,-5,20*,26*,5
-1,-5,-1,-7,CCCNC(=O)C1CC(c2ccccc2C(F)(F)F)=NO1 (configuration not stated),3,-2,-8,2,6,3
3,-6,-7,7,O=C1NN=C(c2ccccc2)CC1c1c[nH]c2ccccc12 (configuration not stated),11,11,-3,-2,-7,-2
·,6,1,-2,COc1ccc(CN(CCN2CCOCC2)C(=O)c2ccc(F)cc2Cl)cc1OC,0,·,-1,-6,-5,-2
-8,0,2,1,Cc1ccc(C2/C(=C(\O)c3c(C)nc4c(C)cccn34)C(=O)C(=O)N2CCN(C)C)o1 (configuration not stated),6,3,-7,-2,-8,1
11,1,-2,-11,Cc1ccc(-c2csc3nc(CN(C)Cc4ccccc4)[nH]c(=O)c23)cc1,0,12,-28,-3,-3,-25
6,-8,-1,-4,CCOC(=O)c1[nH]c(C)c(C(=O)OCC(=O)N(CC)C2CCS(=O)(=O)C2)c1C (configuration not stated),-6,11,1,-1,-6,7
-2,-1,-3,-2,N/C(=N\OC(=O)c1ccccc1Cl)c1cccnc1,3,-9,0,-4,-1,-1

Two compounds drawn at random from the list so far, as already listed:
ASAP1 GAP inh,DDE Tn7 FP inh,DDE Tn6 FP inh,SIAE inh,Compound,TDP2 absorb,ARFGAP1 inhibitor,PLC-beta3 inh,ADAM17 inh,ADAM10 inh,PLC-gamma1 inh
11,1,-2,-11,Cc1ccc(-c2csc3nc(CN(C)Cc4ccccc4)[nH]c(=O)c23)cc1,0,12,-28,-3,-3,-25
6,-7,-3,-17,Cc1cc(C(=O)COC(=O)c2ccc(O)cc2)c(C)n1CC1COc2ccccc2O1 (configuration not stated),-12,-3,-5,20*,26*,5

(list continues)
ASAP1 GAP inh,DDE Tn7 FP inh,DDE Tn6 FP inh,SIAE inh,Compound,TDP2 absorb,ARFGAP1 inhibitor,PLC-beta3 inh,ADAM17 inh,ADAM10 inh,PLC-gamma1 inh
4,0,6,-1,COc1ccccc1NC(=S)NNC(=O)c1cc(C)n(C)n1,-3,-3,1,1,-1,1
-5,-3,10,-2,O=C(c1ccc(Cl)c(S(=O)(=O)N2CCCC2)c1)N1CCN(c2ccc(F)cc2)CC1,9,-13,-2,-3,-4,0
0,-3,-9,-17,Cc1nc(NC(=O)c2ccccc2)sc1C1(C)CC(c2c(Cl)cccc2Cl)=NO1 (configuration not stated),8,3,-14,8,13,-5
0,1,9,3,CC(NC(=O)c1cccc(N(C)C)c1)c1ccc(-n2ccnc2)cc1 (configuration not stated),1,0,-10,-2,5,-6
-1,-5,1,7,O=C(c1ccco1)N1CCN(c2nc3ccsc3c(=O)s2)CC1,-3,-6,-13,-4,-24,-11
-1,-2,-3,0,COc1ccc(CSc2ccc(S(=O)(=O)N3CCCC3)cn2)cc1F,0,1,-2,2,7,0
-1,-8,-2,-9,COc1ccccc1-c1nnc(SCC(=O)NC2CC2)n1C,-19,-8,6,2,-4,1
-8,-7,3,7,O=[N+]([O-])c1cccc(N/N=C/c2cc([N+](=O)[O-])ccc2O)c1,0,10,1,0,5,-2
13,-3,5,-5,CCC(C)(C)NC(=O)C(c1ccccn1)N(C(=O)c1csnn1)c1ccccc1 (configuration not stated),-3,3,-2,-4,-1,1
-2,-10,-2,4,Nc1nc2c(ncn2-c2ccccc2)c(=O)[nH]1,0,2,-4,0,-14,-1
-3,4,-4,-2,Cc1onc(-c2c(F)cccc2Cl)c1C(=O)Nc1cccc(Cn2cccn2)c1,10,-7,-2,-3,1,-4
1,0,0,-2,COc1cc(C(CC(=O)Nc2ccccn2)N2Cc3ccccc3C2=O)cc(OC)c1OC (configuration not stated),13,16,0,-3,6,4
7,-5,-1,4,COc1ccc(NC(=O)CCNC(=O)Cn2cnc3ccccc3c2=O)c(OC)c1,-1,15,2,4,4,6
·,-5,-2,6,O=C(O)COc1ccccc1C=NNC(=O)Cc1cc(=O)[nH][nH]1,-3,·,1,2,-7,1
-14,-3,0,5,O=C1C2C3CC(C(Br)C3Br)C2C(=O)N1CC1CCCO1 (configuration not stated),-7,6,-3,0,-2,1
-10,8,7,-2,O=C(N/N=C/c1ccncc1)c1ccc(NS(=O)(=O)c2cccs2)cc1,9,-1,-1,-2,4,2
1,-3,-6,-12,Nc1nc(N)nc(-c2cccc([N+](=O)[O-])c2)n1,-10,6,4,1,4,4
9,1,-3,3,COc1cccc(C2CC(c3cccc(Br)c3)n3ncnc3N2)c1 (configuration not stated),9,-4,-131,-2,-18,-105
-1,3,-1,4,CCN(CC)CCCNC(=O)c1oc2ccc3c(c2c1C)C(O)CC(C)(C)O3 (configuration not stated),0,7,-30,-42,-96,-23
-12,-1,-3,0,COc1cc(/C=C/C(=O)OC(C)C(=O)NC2CCCCC2C)cc(Cl)c1OC (configuration not stated),7,15,-9,-2,-8,-3
-4,-5,-3,2,CCCCOc1ccccc1C1C(C(=O)OC)=C(C)N(C)C(C)=C1C(=O)OC,6,-4,-7,3,4,-2
-10,-7,2,3,COC(=O)c1ccc(C)c(NC(=O)Cn2c(C)csc2=O)c1,7,-5,-4,-2,-6,-5
-6,4,6,-3,O=C(c1ccc2c(=O)n(-c3ccccc3)c(=O)[nH]c2c1)N1CCN(c2ccc(F)cc2)CC1,-6,-7,1,0,-5,-4
-1,-3,4,-3,COc1ccc(NC(=O)/C(Cl)=C(/Cl)S(=O)Cc2ccc(Cl)cc2)cn1 (configuration not stated),1,4,-3,-1,-5,0
-5,0,-7,-4,COc1ccc(/C=C/C(=O)c2c(O)ccc3c(C)cc(=O)oc23)cc1,-21,7,-20,-2,-25,-12
4,-5,-3,13,CC(=O)NC(c1cccc([N+](=O)[O-])c1)c1ccc2cccnc2c1O (configuration not stated),-26,7,2,2,9,0
-6,3,-8,-6,COc1ccnc2c1c(=O)n(Cc1ccc(F)cc1)c(=O)n2C,1,-5,-6,1,7,4
2,4,8,-2,COC(=O)c1ccc(COc2ccc(-c3nn[nH]n3)cc2)cc1,8,0,-2,-4,2,0

Whole records, quoted from the list. Order of values: ASAP1 GAP inh | DDE Tn7 FP inh | DDE Tn6 FP inh | SIAE inh | TDP2 absorb | ARFGAP1 inhibitor | PLC-beta3 inh | ADAM17 inh | ADAM10 inh | PLC-gamma1 inh
CCCCOc1ccccc1C1C(C(=O)OC)=C(C)N(C)C(C)=C1C(=O)OC is listed with -4 | -5 | -3 | 2 | 6 | -4 | -7 | 3 | 4 | -2
COc1ccnc2c1c(=O)n(Cc1ccc(F)cc1)c(=O)n2C is listed with -6 | 3 | -8 | -6 | 1 | -5 | -6 | 1 | 7 | 4
